# Platelet DG rel: modulates dense granule release in human platelets. human platelet-rich plasma, SFLLRN dense granule ATP release, luminescence. inhibition, %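 (compounds screened at 7.5 µM in platelet-rich plasma)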. actives 0.22% (n = 300,000). AID 1663;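 active = mean replicate score, as percent of positive control, at or above 50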
# hERG rescue: shields human hERG channel from block by proarrhythmic agents. actives 0.51% (n = 310,000). Q12809. CHO-hERG, FluxOR thallium flux, dofetilide IC70 present. activation (rescue from dofetilide block), less the hit threshold, % at 10 µM;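 active = activation above the mean of controls blocked by dofetilide plus 5 SD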;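 note: thallium influx through hERG after potassium depolarization seen as dye fluorescence rise; in these data hits start at about 4.7%; inactives centre near -7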
# KCNQ1 block: blocks the human KCNQ1 potassium channel; P51787; CHO-K1 KCNQ1, FluxOR thallium flux fluorescence; active compounds read high; B-score at 10 µM; actives 1.3% (n = 310,000); AID 2642;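 active = compounds whose thallium flux B-score, printed positive for inhibition, exceeds three library SD while starting fluorescence stays within three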;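 note: channel opened by potassium depolarization with thallium stimulus after 20 min compound exposure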
# DYRK1A inh: inhibitors of rat Dyrk1A kinase. ADP-Glo luminescence, NFATc1 peptide. inhibition, % at 12.5 µM. AID 504441. Q63470. actives 0.43% (n = 310,000); in the data active = inhibition above about 50%;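 note: plate controls were vehicle with enzyme for no effect and no enzyme for full effect; many of its hits are not listed in these tables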
# TRPC4 agonist: activators of mouse TRPC4 channel | Q9QUQ5 | AID 2237 | HEK293 TRPC4beta/mu-opioid, Fluo4 calcium fluorescence; active compounds read high | B-score at 10 µM | actives 0.49% (n = 310,000);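 active = B-score above 5 SD of library B-scores, and initial fluorescence ratio not above library mean plus 5 SD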;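 note: positive B-score marks a calcium rise read as TRPC4 activation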
#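 System: HEK293 cells stably co-expressing mouse TRPC4beta and mu-opioid receptor; Schedule: Fluo4 dye loading 45 min at room temperature, 110 s recording; Detection: Fluo4 fluorescence, kinetic; Evaluation: B-scored integrated calcium fluorescence ratio; Controls: buffer (low) and maximal DAMGO (high).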
# KCNQ1 act: potentiates or activates the human KCNQ1 potassium channel; P51787; CHO-K1 KCNQ1, thallium flux FluxOR fluorescence; active compounds read high; B-score at 10 µM; actives 0.35% (n = 310,000); AID 2648;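 active = fluorescence ratio B-score, a plate-corrected score, at least three library SD, with initial intensity B-score within 5 SD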
#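 Assay system: CHO-K1 cells stably expressing KCNQ1. Medium: assay buffer for compound exposure, DMSO matched across wells. Timing: 37 °C overnight plating, 90-min dark dye load, 20-min compound pretreatment. Signal: kinetic FluxOR fluorescence, 10 s baseline plus 110 s post-stimulus.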
# TRPC4 PAM: allosteric potentiators of mouse TRPC4 channel | Q9QUQ5 | HEK293 TRPC4beta/mu-opioid, DAMGO EC20, Fluo-4 Ca2+ flux; active compounds read high | B-score at 10 µM | actives 0.42% (n = 310,000);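 active = B-score of calcium response area above 5 SD of library B-scores, with initial fluorescence ratio within 5 SD of library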;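 note: B-score of integrated fluorescence ratio over time as area under calcium response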
# KCNK9 block: blocks the human KCNK9 two-pore domain potassium channel. Q9NPC2. HEK293 KCNK9, FluxOR thallium flux fluorescence; active compounds read low. B-score at 10 µM. actives 1.2% (n = 310,000);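 active = ratio B-score over 3 SD below the library mean, with starting fluorescence within 5 SD of its mean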;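 note: negative B-score means less thallium flux so channel inhibition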
# Target sequence (Q9NPC2 whole entry, looked up, the tested form may be a part): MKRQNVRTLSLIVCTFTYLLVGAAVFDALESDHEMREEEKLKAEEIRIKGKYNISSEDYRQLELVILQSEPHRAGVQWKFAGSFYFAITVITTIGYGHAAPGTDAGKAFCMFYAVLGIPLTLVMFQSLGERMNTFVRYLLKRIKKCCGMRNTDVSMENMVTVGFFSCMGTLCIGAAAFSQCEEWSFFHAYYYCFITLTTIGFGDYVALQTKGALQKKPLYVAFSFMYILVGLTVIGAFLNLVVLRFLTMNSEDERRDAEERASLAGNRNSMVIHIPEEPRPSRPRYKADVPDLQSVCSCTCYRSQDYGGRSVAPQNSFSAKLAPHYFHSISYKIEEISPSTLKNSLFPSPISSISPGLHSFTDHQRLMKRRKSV
# PolyA inh: inhibitors of polyadenylation in S. cerevisiae | S. cerevisiae SKY197-pL101 polyadenylation reporter, beta-gal luminescence; efflux-impaired pdr1/pdr3 knockout yeast; score 100 = 6 SD above DMSO | calls only at 12 µM | actives 0.02% (n = 300,000) | AID 1875;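 active = lowest replicate activity score at least 50, where 100 means six control SD above control mean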;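 note: yeast exposed to compound for 9 h at 30 °C; higher score means more reporter readthrough which indicates perturbed polyadenylation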
# KCNK3 block: human KCNK3 channel inhibition, primary screen | O14649 | CHO-KCNK3 thallium flux, FluxOR fluorescence; active compounds read low | B-score at 10 µM | actives 0.84% (n = 340,000) | AID 602410;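 active = B-score under library mean minus 4 SD, starting fluorescence ratio at most library mean plus 5 SD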;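 note: more negative B-score means stronger inhibition of thallium flux through KCNK3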
# Target sequence (O14649 whole entry, looked up): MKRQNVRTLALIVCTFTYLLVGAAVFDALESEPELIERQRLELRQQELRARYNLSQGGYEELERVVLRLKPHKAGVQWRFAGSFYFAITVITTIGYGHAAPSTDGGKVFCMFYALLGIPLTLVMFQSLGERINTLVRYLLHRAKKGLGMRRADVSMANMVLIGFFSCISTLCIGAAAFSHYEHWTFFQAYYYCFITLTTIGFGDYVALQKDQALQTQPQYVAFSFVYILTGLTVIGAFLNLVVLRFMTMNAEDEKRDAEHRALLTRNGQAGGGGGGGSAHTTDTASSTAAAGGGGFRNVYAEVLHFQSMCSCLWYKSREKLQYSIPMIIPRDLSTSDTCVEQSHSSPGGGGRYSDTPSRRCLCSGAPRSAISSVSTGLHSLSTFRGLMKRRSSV
# TRPC4 block: blocks the mouse TRPC4 cation channel | actives 0.39% (n = 300,000) | Q9QUQ5 | HEK293 TRPC4beta/mu-opioid, DAMGO-evoked Fluo4 calcium flux; active compounds read low | AID 2247 | B-score at 10 µM;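 active = B-score over 3 SD under the library average, no early fluorescence shift, positive overall ratio signal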
#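 Assay system: HEK293 cells with stable TRPC4beta plus mu-opioid receptor expression; Probe or stimulus: DAMGO in two steps, submaximal then maximal; Dosing: single-point compound dosing; Measured by: Fluo4 calcium-dye fluorescence, kinetic read; Read-out basis: B score from integrated Fluo4 fluorescence ratio.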
# * hit, by the source's call; i = inactive; . = not tested or not shown.
SMILES,Platelet DG rel,hERG rescue,KCNQ1 block,DYRK1A inh,TRPC4 agonist,KCNQ1 act,TRPC4 PAM,KCNK9 block,PolyA inh,KCNK3 block,TRPC4 block
CSc1nc(N)n2nc(-c3ccc(Cl)cc3)cc2n1,67*,-5,i,-2,i,i,i,i,i,i,i
Cc1cc(C)n(-c2cccc(CN3CCC(CO)(Cc4ccccc4)CC3)c2)n1,-2,-17,i,-5,i,i,i,i,i,i,i
COc1cccc(-c2nc(CS(=O)(=O)CC(=O)Nc3cc(F)ccc3F)c(C)o2)c1,-2,-6,i,10,i,i,i,i,i,i,i
CCCCC(=O)OCc1nc2ccccc2s1,1,-14,i,.,i,i,i,i,i,i,i
CCOC(=O)Cc1[nH]nc2c1C(Cc1ccccc1)C(C#N)=C(N)O2 (centres undefined),6,-7,i,1,i,i,i,i,i,i,i
CCOC(=O)c1cc[nH]c1CC(=O)NC,-2,-4,i,5,i,i,i,i,i,i,i
CCOc1ccc(CN(C(=O)c2ccccn2)c2ccc(OC)c(Cl)c2)cc1,-13,-13,i,10,i,i,i,i,i,i,i
COc1ccc(Cn2ccnc2)cc1Br,-7,-14,i,6,i,i,i,i,i,i,i
Cc1ccc(COc2ccccc2-c2cc(C(=O)N/N=C/c3cccnc3)[nH]n2)cc1,0,-15,i,3,i,i,i,-19*,i,-12*,i
CC(C)C(=O)O/N=C(\N)c1ccc(Oc2ccc(Cl)cc2)c([N+](=O)[O-])c1,0,-10,i,5,i,i,i,i,i,i,i
Cc1csc(C(=O)O)c1NC(=O)c1c(Cl)cccc1Cl,-3,-11,i,-2,i,i,i,i,i,i,i
Cc1nc(CN(C)C(=O)C2CCC(=O)N(CCc3cccc(F)c3)C2)cs1 (centres undefined),2,-14,i,-7,i,i,i,i,i,i,i
Cc1cc(F)c(F)c(C(=O)N2CCC(C)CC2)c1Cl,-6,-9,i,-4,i,i,i,i,i,i,i
Cc1cccc2cc(/C=N/NC(=O)c3ccncc3)c(Cl)nc12,12,-7,i,4,i,i,i,i,i,i,i
O=C(CNC(=O)c1cccc(OC(F)F)c1)Nc1ccc(Cl)cc1,20,-6,i,-1,i,i,i,i,i,i,i
O=C(N[C@@H](Cc1ccccc1)C(=O)O)c1ccc(C(F)(F)F)cc1,-2,-4,i,0,i,i,i,i,i,i,i
CC1CCc2sc(C(=O)Nc3ccc(C(N)=O)cc3)cc2C1 (centres undefined),5,-16,i,-3,i,i,i,i,i,i,i
O=C(/C=C/c1ccccc1)c1ccccc1O,-2,-9,i,9,i,i,i,i,i,i,i
O=C1Nc2ccc(Br)cc2/C1=N/N=C/C1=C(N2CCOCC2)C(=C\c2ccccc2)/CC1,-2,-8,i,15,i,i,i,i,i,i,i
CCc1ccc(CCN2C(=O)c3ccccc3C2=O)nc1,-17,-9,i,-5,i,i,i,i,i,i,i
CCCCCN(C(=O)CCC(=O)OC(C)C(=O)c1ccc(Cl)cc1)c1c(N)n(CCCC)c(=O)[nH]c1=O (centres undefined),.,-17,i,7,i,i,i,i,i,i,i
CCOc1ccc(NC(=O)CSc2nc(C3CC3)nc3ccccc23)cc1,5,-5,i,4,i,i,i,i,i,i,i
CN(C)S(=O)(=O)Nc1ccc2c(c1)OCO2,8,-10,i,1,i,i,i,i,i,i,i
O=C(NC(=S)Nc1cc([N+](=O)[O-])ccc1Cl)c1ccccc1,-6,-5,i,-1,i,i,i,i,i,i,i
Cc1oc(C(C)(C)C)c(CN2CCCC2)c1C(=O)O,0,-2,i,-8,i,i,i,i,i,i,i
COc1ccc(CNC(=O)C2CCN(C(=O)c3ccco3)CC2)cc1,11,-6,i,-7,i,i,i,i,i,i,i
CCN(CC(=O)NCc1ccc(Cl)cc1)CC(=O)Nc1ccc(C(N)=O)cc1,-5,-4,i,.,i,i,i,i,i,i,i
COc1ccc(CCc2nnc(CCC(=O)NCc3ccc4ncccc4c3)o2)cc1,-5,-3,i,5,i,i,i,i,i,i,i
COc1ccccc1CNC(=O)c1cccc(-c2ccc(C)c3ccccc23)n1,-4,-6,i,.,i,i,i,i,i,.,i
O=C(c1cc(-c2ccco2)on1)N1CCN(c2ccccc2)CC1,5,-13,i,-6,i,i,i,i,i,i,i
Cc1ccc2oc(-c3ccc(C)c(NC(=S)NC(=O)c4cccs4)c3)nc2c1,-2,-9,i,-2,i,i,i,i,i,i,i
O=C1NC(=S)N/C1=C\c1ccccc1OCc1ccc(C(=O)O)cc1,-3,0,i,5,i,i,i,i,i,i,i
O=C1C=C(NCc2ccc3c(c2)OCO3)CC(c2ccccc2)C1 (centres undefined),-5,-10,i,.,i,i,i,i,i,.,i
CN1CCN(C(=O)CCNC(=O)Cn2ccc3ccccc3c2=O)CC1,-1,-9,i,-15,i,i,i,i,i,i,i
Cc1nnnn1/C(=C\c1ccccc1)C(=O)OCC(=O)NC1CCCCC1,20,-4,i,-9,i,i,i,i,i,i,i
CCOC(=O)C1CSC(CC(=O)Nc2ccc(OCC)cc2)C(=O)N1 (centres undefined),13,-5,i,-4,i,i,i,i,i,i,i
CCC(=NCCc1ccc(OC)c(OC)c1)C1=C(O)CC(C)(C)CC1=O,15,-3,i,-6,i,i,i,i,i,i,i
COc1c(C)cc(C(=O)C2CCCN(C(=O)Cn3nc(C)nc3C)C2)cc1C (centres undefined),11,-6,i,9,i,i,i,i,i,i,i
COc1ccc(-c2csc(NC(=O)c3cccc(N4C(=O)CCC4=O)c3)n2)cc1C,-5,-4,i,-6,i,i,i,i,i,i,i
CCOc1ccccc1NC(=O)CSc1nnnn1-c1ccc(C(=O)OC)cc1,-6,-7,i,-1,i,i,i,i,i,i,i
CCN(CC)C(=O)c1ccc(-c2nnc(OC)c3ccccc23)cc1,6,-10,i,2,i,i,i,i,i,i,i
CCN(CC)CCN(C(=O)c1ccc(C(=O)c2ccccc2)cc1)c1nc2c(OC)cccc2s1,-9,-24,i,1,i,i,i,i,i,i,i
O=C1CCCCCN1Cc1ccccc1,14,-3,i,1,i,i,i,i,i,i,i
NC(=O)N/N=C/c1ccc(-c2cccc(C(F)(F)F)c2)o1,5,-18,i,12,i,i,i,i,i,i,i
CCCCN1CCc2c(c3ccccc3n2Cc2ccccc2)C1,-1,-13,i,3,i,i,i,i,i,i,i
Cc1sc(NC(=O)c2cccs2)c(C(N)=O)c1C,1,-2,i,14,i,i,i,i,i,i,i
COC(=O)CSc1nc2c(cnn2-c2ccc(Cl)cc2)c(=O)[nH]1,-4,-4,i,4,i,i,i,i,i,i,i
COc1ccc(Br)cc1C(=O)Nc1ccc(N2CCN(S(C)(=O)=O)CC2)cc1,-4,-5,i,-3,i,i,i,i,i,i,i
CCn1c(SCC(=O)Nc2ccc(OC)cc2)nnc1-c1ccco1,-8,-6,i,0,i,i,i,i,i,i,i
CCCCCCNS(=O)(=O)c1nc2nc(C)cc(C)n2n1,-4,-8,i,0,i,i,i,i,i,i,i
NCCc1nc(-c2ccccc2)cs1,4,-9,i,.,116*,i,i,i,i,i,i
CCn1nnnc1SCC(=O)c1ccc(C)cc1,4,-13,i,-4,i,i,i,i,i,i,i
Cc1cc(=O)[nH]c(N/N=C/c2ccc(Br)s2)n1,7,-5,i,3,i,i,i,i,i,i,i
COc1ccc(C(=O)Cn2cnc3ccccc3c2=O)cc1OC,21,-2,i,1,i,i,i,i,i,i,i
CCN(C1CCCCC1)S(=O)(=O)CCNC(=O)c1ccccc1,18,-10,i,.,i,i,i,i,i,i,i
CCc1ccc(N(C(=O)C(F)(F)F)C(C(=O)NC2CCCCC2)c2ccncc2)cc1 (centres undefined),0,-4,i,-3,i,i,i,i,i,i,i
Cc1nc2c3ccccc3n(CC#N)c(=O)n2n1,0,-8,i,-2,i,i,i,i,i,i,i
Cc1ccc(NC(=O)CNc2ccc(Cl)cc2F)cc1,-11,-2,i,2,i,i,i,i,i,i,i
CCn1c(C)nc2cc(C(=O)NNC(=S)NC(=O)c3ccc(OC)cc3)ccc21,7,-5,i,2,i,i,i,i,i,i,i
Cc1cccc(N2C(=O)CC(Cn3nc(C)cc3C)C2=O)c1 (centres undefined),0,-7,i,9,i,i,i,i,i,i,i

# A run of entries taken from the entries so far, for reference:
SMILES,Platelet DG rel,hERG rescue,KCNQ1 block,DYRK1A inh,TRPC4 agonist,KCNQ1 act,TRPC4 PAM,KCNK9 block,PolyA inh,KCNK3 block,TRPC4 block
Cc1sc(NC(=O)c2cccs2)c(C(N)=O)c1C,1,-2,i,14,i,i,i,i,i,i,i
COC(=O)CSc1nc2c(cnn2-c2ccc(Cl)cc2)c(=O)[nH]1,-4,-4,i,4,i,i,i,i,i,i,i

# The results go on:
SMILES,Platelet DG rel,hERG rescue,KCNQ1 block,DYRK1A inh,TRPC4 agonist,KCNQ1 act,TRPC4 PAM,KCNK9 block,PolyA inh,KCNK3 block,TRPC4 block
CC(=O)Nc1ccc(NC(=O)C(C)OC(=O)/C=C/c2cnc3ccccc3n2)cc1 (centres undefined),-1,-18,i,-7,i,i,i,i,i,i,i
COCCCNC(=O)C(=O)C1C(=O)Nc2ccccc21 (centres undefined),1,1,i,-2,i,i,i,i,i,i,i
C/C(NC(=O)c1cccs1)=C1\C(=O)C[C@@H]2[C@H]1C2(C)C,-9,-9,i,-5,i,i,i,i,i,i,i
COc1ccc(OCC(=O)NC(CC(=O)O)c2ccc(OC)c(OC)c2)cc1 (centres undefined),-7,-2,i,-2,i,i,i,i,i,i,i
O=C(O)c1ccc(N/N=C/c2cccc3cccnc23)cc1,4,-10,i,8,i,i,i,i,i,i,i
Cc1ccnc(NC(=O)CCC(=O)N(CC(=O)NC(C)(C)C)c2ccc(F)c(Cl)c2)c1,0,-2,i,-1,i,i,i,i,i,i,i
Clc1ccc2nc(-c3ccccn3)c(Nc3ccc4c(c3)OCO4)n2c1,0,3,i,-7,i,i,i,i,i,i,i
CCOC(=O)C1(Cc2ccccc2)CCN(Cc2ccc(C)s2)CC1,5,-18,i,4,i,i,i,i,i,i,-8*
COc1cccc(C(=O)OCCN2CCCCC2)c1,9,-8,i,-9,i,i,i,i,i,i,i
Cc1nn(C(C)(C)C)c(OC(=O)c2ccc3c(c2)OCO3)c1S(=O)(=O)c1ccccc1,-7,-9,i,-4,i,i,i,i,i,-10*,i
O=C(Nc1cccc(-c2nc3ccccc3s2)c1)c1cc(=O)c2ccccc2o1,3,-36,i,-6,i,i,i,i,i,i,i

# Only part of the results is shown; count on the stated rates, not on these rows.
